Rtt109 HAT inh = inhibitors of C. albicans Rtt109/Vps75 HAT, primary screen, biochemical, ThioGlo CoA-SH fluorescence, plate reader; Histone acetyltransferase RTT109 (Candida albicans (strain SC5314 / ATCC MYA-2876)), …; purified Rtt109/Vps75, 4 h; inhibition, % at 34.9 µM; actives 0.16% (n = 330,000);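 active means inhibition of at least 50% in every replicate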
MITF act = activators of MITF-driven TRPM1 promoter reporter, primary screen, cell-based, SK-MEL-5, luciferase, single point; activation, % at 12.5 µM; SK-MEL-5 TRPM1-promoter luciferase, 24 h; % of positive control, neutral wells = 0; actives 0.75% (n = 300,000); AID 588334, 2011;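 active means mean activation of at least 80% with every replicate also reaching 80%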;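 further: 0% = neutral control wells and 100% = parthenolide positive control wells; values of inactives mirror those of a sister screen read the other way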
NSD2 HMT inh = NSD2 histone methyltransferase inhibitors, primary screen, biochemical, AlphaScreen, single concentration, set 2 | Histone-lysine N-methyltransferase NSD2 (Homo sapiens), O96028 | NSD2 peptide methylation, 120 min | inhibition, % at 12.5 µM | actives 0.54% (n = 310,000) | AID 743445, 2014; in the data active means inhibition above about 50%
PvdQ acylase = P. aeruginosa PvdQ acylase inhibitors, primary screen, biochemical, fluorescence, plate reader and imaging, single point; PvdQ acylase [Pseudomonas aeruginosa LESB58]; actives 0.063% (n = 340,000); purified PvdQ acylase; AID 488965, 2010; inhibition, % at 10 µM; in the data active means inhibition above about 30%, passing the limit was not always enough;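 further: 0% = vehicle neutral wells and 100% = reference inhibitor wells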
dFosB activator = activators of delta FosB homodimer, primary screen, biochemical, fluorescence polarization, TAMRA-CDK5 oligo, single point; Protein FosB (Mus musculus), P13346; purified delta FosB; percent of positive-control signal above neutral wells; activation, % at 25 µM; actives 0.99% (n = 340,000);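 active means mean activation above about 17%, with every replicate also reaching it, limit read from the data, passing the limit was not always enough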;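 further: fluorescence polarization rise as delta FosB binds a TAMRA Cdk5 AP-1 oligo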
Target sequence (P13346 whole entry, looked up): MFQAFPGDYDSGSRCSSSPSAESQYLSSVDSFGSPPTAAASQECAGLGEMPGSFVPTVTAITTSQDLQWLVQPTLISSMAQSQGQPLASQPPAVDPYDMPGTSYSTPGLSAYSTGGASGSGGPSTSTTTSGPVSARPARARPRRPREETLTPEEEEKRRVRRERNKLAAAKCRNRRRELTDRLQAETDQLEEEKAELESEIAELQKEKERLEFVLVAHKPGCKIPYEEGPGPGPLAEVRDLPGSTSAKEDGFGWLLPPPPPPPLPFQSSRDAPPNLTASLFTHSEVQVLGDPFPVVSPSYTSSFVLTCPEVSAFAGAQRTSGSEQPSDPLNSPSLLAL
SR-BI DiI inh = inhibitors of SR-BI mediated HDL lipid uptake, primary screen, ldlA[mSR-BI] cells, fluorescence, single point. actives 0.96% (n = 320,000). ldlA[mSR-BI] CHO cells, DiI-HDL uptake fluorescence, 3 h. inhibition, % at 12.5 µM;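 active means mean replicate inhibition of at least 70% and a set share of replicates each scoring 70 or more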;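 further: 0% = median of neutral control wells and 100% = median of positive control wells; values of inactives mirror those of a sister screen read the other way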
Target sequence (Q61009 whole entry, looked up): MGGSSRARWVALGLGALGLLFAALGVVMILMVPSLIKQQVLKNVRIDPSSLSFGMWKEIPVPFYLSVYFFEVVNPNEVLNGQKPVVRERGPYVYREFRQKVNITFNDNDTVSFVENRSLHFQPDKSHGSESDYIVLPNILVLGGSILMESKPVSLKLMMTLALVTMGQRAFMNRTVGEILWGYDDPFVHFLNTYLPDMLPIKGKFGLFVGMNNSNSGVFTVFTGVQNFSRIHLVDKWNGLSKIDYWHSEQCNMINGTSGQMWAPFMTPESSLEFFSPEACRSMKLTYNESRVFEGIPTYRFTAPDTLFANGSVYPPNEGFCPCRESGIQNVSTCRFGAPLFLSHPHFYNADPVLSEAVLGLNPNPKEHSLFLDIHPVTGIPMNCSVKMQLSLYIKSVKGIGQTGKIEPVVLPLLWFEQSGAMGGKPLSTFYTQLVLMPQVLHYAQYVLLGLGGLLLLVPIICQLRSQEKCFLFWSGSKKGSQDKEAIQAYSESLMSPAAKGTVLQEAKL
CAL PDZ FP-1 = CAL PDZ peptide-binding inhibitors, primary screen, biochemical, fluorescence polarization, Cer-tagged CAL PDZ, HTS; actives 0.02% (n = 330,000); purified CAL PDZ, TMR-peptide fluorescence polarization, 1 h; AID 504414, 2011; inhibition, % at 20 µM; Golgi-associated PDZ and coiled-coil motif-containing protein (Homo sapiens), Q9HD26;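 active means highest replicate inhibition of at least 40%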;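 further: plate controls were DMSO neutral control wells for no effect and unlabeled competitor peptide control wells for full effect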
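Material – purified CerCALP PDZ construct · Detection – FP readout, S and P plane fluorescence · Measure – percent inhibition from loss of millipolarization · Controls – unlabelled peptide for full inhibition, DMSO wells as neutral · Probe or stimulus – TMR-labelled reporter peptide T*-PRC34 bound in PDZ groove · Times – 1 h at RT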
SR-BI DiI-HDL act = activators of SR-BI mediated DiI-HDL uptake, primary screen, ldlA[mSR-BI] CHO cells, DiI fluorescence. 3 h; 100 = double the neutral-control signal. actives 0.096% (n = 320,000). activation, % at 12.5 µM;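 active means mean replicate activation of at least 60% and every replicate at or above 60%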;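 further: 0% = median plate neutral-control signal and 100% = twice that signal; values of inactives mirror those of a sister screen read the other way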
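Assay system: LDL receptor-deficient CHO ldlA cells overexpressing murine SR-BI / Medium: BSA-supplemented, HEPES-buffered Ham's F12, pH 7.4 / Probe or stimulus: DiI-labelled HDL at 10 µg/mL final / Timing: compound with DiI-HDL co-incubation, 3 h at 37 °C / Technique: bottom-read cell fluorescence after medium removal, ex 550/em 595 nm / Measure: HDL uptake via cellular fluorescence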
CAL PDZ FP-2 = untagged CAL PDZ binding inhibitors, primary screen, biochemical, fluorescence polarization, HTS; purified CAL PDZ, TMR-peptide fluorescence polarization, 1 h; inhibition, % at 24.9 µM; actives 0.92% (n = 300,000); AID 602252, 2012;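 active means mean inhibition of at least 30% with at least half of replicates also reaching 30%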;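 further: 0% = DMSO neutral control and 100% = excess unlabeled competitor peptide PRC23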
PfHsp90 yeast 2 = growth inhibition of PfHsp90-expressing yeast, primary screen, antimalarial PfHsp90 inhibitor project, S. cerevisiae, BacTiter-Glo luminescence, single point, set 2 | actives 0.32% (n = 310,000) | BacTiter-Glo ATP, 48 h; yeast lacking PDR1 and PDR3 efflux regulators | inhibition, % at 9.4 µM;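 active means every replicate shows inhibition above about 80%, whatever the replicate mean, limit read from the data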;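 further: 0% = DMSO neutral controls and 100% = 20 µM radicicol positive controls; yeast relying on Plasmodium falciparum Hsp90 in place of its own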
* hit, by the source's call; . = no result given.

Short keys: A = Rtt109 HAT inh; B = MITF act; C = NSD2 HMT inh; D = PvdQ acylase; E = dFosB activator; F = SR-BI DiI inh; G = CAL PDZ FP-1; H = SR-BI DiI-HDL act; I = CAL PDZ FP-2; J = PfHsp90 yeast 2
CC(C)c1ccccc1NC(=O)Nc1ccc(F)cc1F
  A: -0.6 | B: 5.6 | C: -2.6 | D: -2.1 | E: -2.3 | F: . | G: -0.3 | H: . | I: -2.3 | J: -1.7
O=[N+]([O-])c1cc(Cl)ccc1NCCNc1ncc(C(F)(F)F)cc1Cl
  A: -6.9 | B: -0.6 | C: 1.2 | D: -5.7 | E: 4.1 | F: 16.2 | G: -0.9 | H: -16.2 | I: -2.4 | J: -11.6
O=C(COC(=O)C1CC(=O)N(Cc2ccccc2)C1)c1ccc(Br)cc1 (configuration not stated)
  A: -4.9 | B: 5.9 | C: -3.5 | D: 1.3 | E: 5.9 | F: 8.0 | G: 0.4 | H: -8.0 | I: -4.8 | J: -5.8
CC(=O)Nc1ccc(NC(=O)C2CCCN2C(=O)Nc2ccccc2[N+](=O)[O-])cc1 (configuration not stated)
  A: 0.7 | B: -4.2 | C: 2.5 | D: -5.6 | E: 6.0 | F: -15.0 | G: -0.2 | H: 15.1 | I: -2.1 | J: 0.2
COc1ccc(SCC(=O)c2cc(C)c(OC(=S)N(C)C)c(C)c2)cc1
  A: 1.7 | B: 28.6 | C: -1.4 | D: -15.7 | E: -10.4 | F: 29.5 | G: -2.4 | H: -29.5 | I: 2.5 | J: 10.7
COc1cccc(Nc2nc(-c3sc(N)nc3C)cs2)c1
  A: 3.2 | B: 31.0 | C: 1.1 | D: -5.0 | E: -11.6 | F: 52.1 | G: -1.9 | H: -52.1 | I: . | J: 21.5
COc1ccccc1NS(=O)(=O)c1ccc(Br)s1
  A: -1.9 | B: . | C: -1.5 | D: 6.2 | E: -3.7 | F: . | G: -0.7 | H: . | I: -0.5 | J: 16.0
C=CCSC1=C(C#N)C(c2ccccc2OCC)CC(=O)N1 (configuration not stated)
  A: 1.7 | B: -3.0 | C: -0.4 | D: -15.3 | E: -11.0 | F: 6.3 | G: -2.3 | H: -6.3 | I: -36.7 | J: -16.1
COc1ccc(C2=NOC(C(=O)NCc3ccc(F)cc3)C2)cc1OC (configuration not stated)
  A: -12.3 | B: -22.3 | C: 2.4 | D: 3.2 | E: -1.5 | F: 4.8 | G: . | H: -4.8 | I: -1.6 | J: 4.7
CCCCNC(=O)CCC(=O)NNc1nc2ccccc2c2nc(C)nn12
  A: 1.7 | B: -8.7 | C: 4.0 | D: 10.1 | E: -0.5 | F: -6.6 | G: 0.1 | H: 6.6 | I: -1.4 | J: -3.7
COC(=O)c1cc(C#N)c(Oc2ccc(OC)cc2)nc1C
  A: 7.4 | B: . | C: -1.5 | D: -1.6 | E: -2.0 | F: 2.6 | G: -0.4 | H: -2.6 | I: . | J: 7.0
CC(=O)c1c(C)[nH]c(C(=O)CN2C(=O)NC(C)(c3ccc(C)cc3)C2=O)c1C (configuration not stated)
  A: 9.5 | B: -10.2 | C: -1.7 | D: 7.1 | E: -7.3 | F: 30.3 | G: -0.2 | H: -30.3 | I: -2.6 | J: 11.7
CCCC(O)(CCC)C(=O)NNc1ccc(C)cc1
  A: -4.9 | B: -1.8 | C: -7.1 | D: -7.6 | E: 4.6 | F: -16.8 | G: 0.5 | H: 16.8 | I: -3.0 | J: -4.9
CCOC(=O)c1ccc2[nH]c(C)c(C)c2c1
  A: 2.2 | B: 36.4 | C: 1.2 | D: -4.2 | E: -8.0 | F: 8.6 | G: 0.7 | H: -8.6 | I: -3.4 | J: 5.3
CN(C(=O)CCc1nc2ccccc2s1)c1ccccc1
  A: . | B: 17.1 | C: -1.7 | D: -15.7 | E: -10.0 | F: -7.7 | G: -1.2 | H: 7.7 | I: -7.3 | J: -2.2

Next section
mol	Rtt109 HAT inh	MITF act	NSD2 HMT inh	PvdQ acylase	dFosB activator	SR-BI DiI inh	CAL PDZ FP-1	SR-BI DiI-HDL act	CAL PDZ FP-2	PfHsp90 yeast 2
CN(C(=O)CSc1nnnn1-c1ccc(O)cc1)C1CCCCC1	-2.8	5.1	1.9	-19.7	-1.2	-10.2	1.2	10.2	-2.2	20.3
Cc1ccccc1OCCN1C(=O)NC2(CCCc3ccccc32)C1=O (configuration not stated)	3.5	0.9	0.1	-15.8	-1.8	9.7	-0.8	-9.7	-2.1	-4.3
CC(C)CNc1nc(SCC(=O)Nc2ccccc2)nc(N2CCOCC2)n1	0.9	-9.6	-2.0	-7.6	-19.0	6.2	-2.0	-6.2	-2.6	-42.7
COc1cccc2nc3c(C(=O)NCCN(C)C)cccc3cc12	-0.9	.	.	-12.1	-38.9	7.4	-1.2	-7.4	-4.4	-23.8
CCCOc1c(Br)cc(C(N)=O)cc1OCC	.	16.6	1.6	-4.9	-6.8	-0.4	-2.8	0.4	0.6	8.3
CCc1cc(C(=O)OC)c(NC(=O)CCCC(=O)O)s1	8.0	-3.8	0.5	-3.9	0.1	.	0.2	.	-5.6	22.5
CC(=O)c1ccc(OC(C)C)c(CC(C(N)=O)C(N)=O)c1	1.4	-4.4	-1.3	-12.4	0.8	-14.5	-1.3	14.5	-1.0	25.9
CC(C)Nc1nc(Cl)nc(NN(C)c2nc(N(C)C)nc(N(C)C)n2)n1	10.9	-4.0	0.1	4.3	-3.2	-26.1	-1.3	26.1	-5.6	-14.8
CCC(C)[C@H](NC(=O)NCCC1=CCCCC1)C(=O)O (some centres not stated)	-6.3	-7.4	-2.0	-2.1	1.7	-9.8	-0.2	9.8	-3.6	8.3

3 entries from above, reformatted:
> Cc1ccccc1OCCN1C(=O)NC2(CCCc3ccccc32)C1=O (configuration not stated)
  Rtt109 HAT inh = 3.5 | MITF act = 0.9 | NSD2 HMT inh = 0.1 | PvdQ acylase = -15.8 | dFosB activator = -1.8 | SR-BI DiI inh = 9.7 | CAL PDZ FP-1 = -0.8 | SR-BI DiI-HDL act = -9.7 | CAL PDZ FP-2 = -2.1 | PfHsp90 yeast 2 = -4.3

> CC(C)CNc1nc(SCC(=O)Nc2ccccc2)nc(N2CCOCC2)n1
  Rtt109 HAT inh = 0.9 | MITF act = -9.6 | NSD2 HMT inh = -2.0 | PvdQ acylase = -7.6 | dFosB activator = -19.0 | SR-BI DiI inh = 6.2 | CAL PDZ FP-1 = -2.0 | SR-BI DiI-HDL act = -6.2 | CAL PDZ FP-2 = -2.6 | PfHsp90 yeast 2 = -42.7

> COc1cccc2nc3c(C(=O)NCCN(C)C)cccc3cc12
  Rtt109 HAT inh = -0.9 | MITF act = . | NSD2 HMT inh = . | PvdQ acylase = -12.1 | dFosB activator = -38.9 | SR-BI DiI inh = 7.4 | CAL PDZ FP-1 = -1.2 | SR-BI DiI-HDL act = -7.4 | CAL PDZ FP-2 = -4.4 | PfHsp90 yeast 2 = -23.8

Structures listed so far that have an NH in an aromatic ring, in the order listed:
mol	Rtt109 HAT inh	MITF act	NSD2 HMT inh	PvdQ acylase	dFosB activator	SR-BI DiI inh	CAL PDZ FP-1	SR-BI DiI-HDL act	CAL PDZ FP-2	PfHsp90 yeast 2
CC(=O)c1c(C)[nH]c(C(=O)CN2C(=O)NC(C)(c3ccc(C)cc3)C2=O)c1C (configuration not stated)	9.5	-10.2	-1.7	7.1	-7.3	30.3	-0.2	-30.3	-2.6	11.7
CCOC(=O)c1ccc2[nH]c(C)c(C)c2c1	2.2	36.4	1.2	-4.2	-8.0	8.6	0.7	-8.6	-3.4	5.3

Bioassay records (PubChem BioAssay)
